CCHFV vOTU inh – CCHFV vOTU protease inhibition. AID 651958. Pep-AMC fluorescence. 0.55% of 370,000 active. inhibition, % at 11.5 µM; in the data active means inhibition above about 30%; further: 0% = vehicle wells with enzyme and 100% = no enzyme wells
BoNT A protease – BoNT A light chain protease inhibition; multiplex microsphere protease substrate cleavage, flow cytometry; inhibition, % at 10 µM; 0.17% of 360,000 active; further: plate controls were buffer without enzyme for full effect and enzyme alone for no effect
DUSP3 inh – inhibitors of human VHR1 phosphatase (DUSP3) | inhibition, % at 13.3 µM | AID 1654 | 0.52% of 290,000 active | recombinant VHR phosphatase, pNPP absorbance; in the data active means inhibition above about 50%; further: some compounds called inactive have numbers as strong as hits
Target sequence (P51452 whole entry, looked up): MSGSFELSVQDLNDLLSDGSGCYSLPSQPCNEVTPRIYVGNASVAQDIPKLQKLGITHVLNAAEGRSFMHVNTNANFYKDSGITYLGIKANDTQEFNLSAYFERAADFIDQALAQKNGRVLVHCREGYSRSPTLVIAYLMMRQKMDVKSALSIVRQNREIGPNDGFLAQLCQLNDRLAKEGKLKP
3CLpro inhibitor – SARS-CoV 3CLpro protease inhibition; inhibition, % at 6 µM; P0C6X7; recombinant SARS-CoV 3CLpro, quenched FRET peptide cleavage; 0.14% of 290,000 active; in the data active means inhibition above about 12%
BH1578 lux ind – inducers of Vibrio cholerae quorum light production without autoinducers. AID 588436. V. cholerae BH1578 lux reporter, luminescence, 6 h. 0.16% of 350,000 active. activation, % at 18.7 µM; in the data active means activation mostly above about 9.7%, no sharp cut-off; inconclusive means no clear call, values can overlap the other calls; inactive means mostly below about 3.7%; further: not every result past the cut was called active; inactives centre near 0; reference of the scale not given here
Anthrax LF inh2 – blocks Bacillus anthracis lethal factor protease | multiplex microsphere protease cleavage assay, LF | inhibition, % at 10 µM | 0.12% of 360,000 active; further: plate controls were buffer without enzyme for full effect and enzyme alone for no effect
Target sequence (P15917 whole entry, looked up): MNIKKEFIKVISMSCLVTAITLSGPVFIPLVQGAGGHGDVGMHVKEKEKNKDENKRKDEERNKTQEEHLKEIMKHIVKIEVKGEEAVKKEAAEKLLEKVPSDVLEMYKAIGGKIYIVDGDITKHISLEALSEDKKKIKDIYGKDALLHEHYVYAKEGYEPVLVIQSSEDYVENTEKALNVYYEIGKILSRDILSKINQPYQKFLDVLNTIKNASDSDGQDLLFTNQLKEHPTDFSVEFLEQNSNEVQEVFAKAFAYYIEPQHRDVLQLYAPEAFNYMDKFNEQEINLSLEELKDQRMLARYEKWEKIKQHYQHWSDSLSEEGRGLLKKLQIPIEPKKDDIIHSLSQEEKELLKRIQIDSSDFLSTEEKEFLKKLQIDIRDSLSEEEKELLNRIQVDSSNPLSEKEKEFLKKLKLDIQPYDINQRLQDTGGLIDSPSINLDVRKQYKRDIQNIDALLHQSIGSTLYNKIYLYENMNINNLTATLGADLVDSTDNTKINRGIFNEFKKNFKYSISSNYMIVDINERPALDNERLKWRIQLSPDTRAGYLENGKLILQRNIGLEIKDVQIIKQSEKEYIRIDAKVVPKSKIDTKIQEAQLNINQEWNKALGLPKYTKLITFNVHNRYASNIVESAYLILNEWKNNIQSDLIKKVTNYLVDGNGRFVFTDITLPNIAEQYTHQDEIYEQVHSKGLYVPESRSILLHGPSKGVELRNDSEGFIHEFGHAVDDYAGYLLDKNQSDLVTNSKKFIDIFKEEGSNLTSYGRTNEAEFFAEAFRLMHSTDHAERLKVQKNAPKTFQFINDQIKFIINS
TcdB inh – inhibitors of Clostridioides difficile toxin B glycohydrolase. TcdB glycohydrolase enzymatic assay, plate reader. inhibition, % at 9.99 µM. 0.24% of 350,000 active. AID 652162; in the data active means inhibition above about 10%
PfHsp40 yeast – compounds rescuing yeast from Plasmodium falciparum HSP40 toxicity; growth rescue, % at 12.5 µM; S. cerevisiae expressing PfHsp40, growth rescue, ATP luminescence; AID 504582; 0.68% of 340,000 active; in the data active means growth rescue above about 28%, passing the limit was not always enough; inconclusive means no clear call, values can overlap the other calls;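 further: yeast W303a lacking pdr1 and pdr3 grown in galactose medium; growth measured after three days at 30 °C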
PriA SSB inh – blocks PriA binding to SSB C-terminal tail; AlphaScreen SSBct-PriA binding, biotinylated peptide; inhibition, % at 33 µM; 0.6% of 430,000 active; AID 1272365; in the data active means inhibition mostly above about 37%, no sharp cut-off; inactive means mostly below about 20%;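 further: plate controls were negative control peptide for no effect and reference peptide for full effect; strong numbers were not always called active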
Y pestis TopoI – Y. pestis Topo-I inhibition via cleavage products; activity, % at 10 µM; Y. pestis Topo-I cleavage product accumulation, plate reader; 0.064% of 360,000 active; in the data active means activity above about 50%, passing the limit was not always enough; inconclusive means no clear call, values can overlap the other calls; further: inactives centre near 2
Numbers without * were called inactive; i = inactive; ? = inconclusive; . = not tested or not shown; & = joins results of further samples. Unless noted, no stated cut-off is given here; in the data, active means inhibition above about 30%; inconclusive means no clear call, values can overlap the other calls; inactive means below that. Some of the compounds tested (hit frequency here may not be typical).

Every second line gives: PfHsp40 yeast, CCHFV vOTU inh, DUSP3 inh, 3CLpro inhibitor, BH1578 lux ind, Y pestis TopoI, TcdB inh, PriA SSB inh, BoNT A protease, Anthrax LF inh2
> COC(=O)c1nn(-c2ccc(F)cc2)ccc1=O
  0.3, 4, -5, 4, i, 1, -0.7, 1, ?, -13
> C=CCN1C(=O)C(CC(=O)NCC)SC1=Nc1ccccc1OC (stereo unspecified)
  0.2, -9, 8, -2, -0.2, -1, -0.1, -4, 0.0, 11
> CCOC(=O)c1cn(CC)c2cc(F)c(F)cc2c1=O
  1.0, -8, 13, -3, -0.3, -4, -1.0, -2, 0.4, 0
> CN(CC(=O)OCC(N)=O)S(=O)(=O)c1ccc(Cl)cc1
  -2.1, -3, 11, 5, -0.5, 11, 0.7, -11, -1.1, -3
> O=C(/C=C/c1ccccc1Cl)N1CCCN(C(=O)/C=C/c2ccccc2Cl)CC1
  0.4, 3, 9, -2, -1.0, 4, ., -3, 0.3, -2
> CCOC(=O)Nc1ccc2c(c1)C(=NNC(N)=S)c1ccccc1-2
  15, 20, ., ., i, -5, 4.4, -2, -0.1, -4
> CCC(=O)N1CCN(c2ccccc2NC(=S)NC(=O)c2ccco2)CC1
  1.8, -3, 5, 1, i, 24, -0.2, -16, 1.0, 0
> COc1ccc(Cl)cc1-n1c(C)cc(C=O)c1C
  -1.6, 0, 31, 3, i, -3, ., -2, 0.3, 0
> Cn1nnnc1SCC(=O)NCC(=O)c1ccccc1
  -0.7, -2, 29, 0, -2.7, 5, ., -11, ?, -14
> C=CCOc1cccc(C2c3c(oc4ccccc4c3=O)C(=O)N2c2ccccn2)c1 (stereo unspecified)
  -1.4, 1, 46, 1, -0.2, -7, 0.9, 2, -0.1, -4

Grouped by structure: the compounds so far containing an aryl methoxy group
Every second line gives: PfHsp40 yeast, CCHFV vOTU inh, DUSP3 inh, 3CLpro inhibitor, BH1578 lux ind, Y pestis TopoI, TcdB inh, PriA SSB inh, BoNT A protease, Anthrax LF inh2
> C=CCN1C(=O)C(CC(=O)NCC)SC1=Nc1ccccc1OC (stereo unspecified)
  0.2, -9, 8, -2, -0.2, -1, -0.1, -4, 0.0, 11
> COc1ccc(Cl)cc1-n1c(C)cc(C=O)c1C
  -1.6, 0, 31, 3, i, -3, ., -2, 0.3, 0

Next part.
Every second line gives: PfHsp40 yeast, CCHFV vOTU inh, DUSP3 inh, 3CLpro inhibitor, BH1578 lux ind, Y pestis TopoI, TcdB inh, PriA SSB inh, BoNT A protease, Anthrax LF inh2
> O=C(CN(Cc1ccccc1Cl)C(=O)CNS(=O)(=O)c1ccc(F)cc1)NCC1CCCO1 (stereo unspecified)
  -0.4, 10, -4, 3, -0.2, -9, -0.9, 1, -4.6, 0
> O=C(CN1CSCC1=O)N1CCN(S(=O)(=O)c2cccc(F)c2)CC1
  -0.9, 19, ., ., 0.4, 3, -5.4, -12, 0.1, -6
> COc1ccc(NC(=O)CS(=O)CC(=O)NCc2cccc(C(F)(F)F)c2)cc1 (stereo unspecified)
  -0.6, -2, 26, -3, -0.3, 4, ., -10, -0.1, 0
> CCCCCC(=O)NNC(=S)NC(=O)c1ccc([N+](=O)[O-])cc1
  3.5, 1, 5, 2, -0.1, -2, 9.3, -15, -0.6, -8
> Cc1ccc(C(=O)NCc2nnc(SCC(=O)NC(C)c3ccccc3)n2C)cc1 (stereo unspecified)
  1.5, 7, 19, 2, -0.8, -1, 0.4, -9, -0.7, -6
> CC1CN(c2oc(-c3ccco3)nc2S(=O)(=O)c2ccccc2)CC(C)O1 (stereo unspecified)
  0.7, 2, 25, 1, 0.7, -4, ., 5, -0.3, 2
> CCOc1ccccc1N1CCN(C(=O)c2ccc3c(c2)OCO3)CC1
  -0.5, -5, 2, -1, i, 6, 2.0, -7, 1.5, 6
> O=C(CNc1cc(S(=O)(=O)N2CCOCC2)ccc1NCC1CCCO1)Nc1ccccc1F (stereo unspecified)
  -0.5, 2, 14, -1, -0.2, 0, -0.4, 14, -1.9, 1
> COc1ccc(N2CCN(C(=O)c3ccc(CNc4c(N5CCOCC5)c(=O)c4=O)cc3)CC2)cc1
  0.2, -3, 17, -4, -0.2, 16, 0.6, 2, 0.0, -5
> CCCN1CCC(NC(=O)Cc2ccccc2OC)CC1
  -1.2, -11, 5, 0, i, 7, -0.5, -9, 0.6, -15
> CC(C(=O)NCc1ccccc1)N1C(=O)C2CC=C(Cl)CC2C1=O (stereo unspecified)
  -0.8, 7, -30, 1, -4.5, -1, ., -15, 0.3, 1
> CN(C)CCN1C(=O)C(O)=C(C(=O)c2ccco2)C1c1ccccc1F (stereo unspecified)
  0.3, -4, 2, -6, i, 1, ., -1, -0.3, 0
> CC(C)c1ccc(NC(=O)C2=CC=CN3CCS(=O)(=O)N=C23)cc1
  1.0, 4, ., ., -0.6, 15, 1.7, -4, 1.7, -3
> S=C(Nc1cccc(Cl)c1)Nc1ccc2c(c1)OCCO2
  0.9, 1, 27, -3, i, -3, 2.3, -6, -2.2, 2
> CC1(C)C2CCC(C2)C1C/C=N/NC(N)=S (stereo unspecified)
  2.0, 15, 1, -1, -0.3, -2, 0.4, ., -0.1, -5
> CN(CCc1ccccc1)C(=O)c1ccc(NC(=O)Cc2ccc(NC(=O)C3CCN(C(=O)C4CC4)CC3)cc2)cc1
  -0.2, -6, ., ., i, -10, 0.4, -8, 0.0, 1
> COc1ccc(-c2cc(C(=O)N3CCN(c4ccc(F)cc4)CC3)no2)cc1
  -1.0, 1, 26, 3, -0.2, 23, -1.5, 2, -0.9, -1
> COc1ccc(C2CC(c3cccc(C)c3)n3nc(N)nc3N2)cc1 (stereo unspecified)
  -0.8, 0, 2, 0, -0.2, 6, 1.3, -5, 1.0, 0
> Cc1cc(=O)c(C(=O)Nc2cccc(N3CCCC3=O)c2)nn1-c1ccccc1Cl
  0.3, 5, ., ., i, 4, 1.7, 5, 0.1, -5
> CCOc1ccccc1CNC(=O)CCCn1ncn2c(cc3occc32)c1=O
  0.7, 15, 17, 7, -5.3, 9, -0.1, 0, 0.8, 2
> Cc1nc(-c2cccc(NS(=O)(=O)c3cccc4ccccc34)c2)cs1
  8.0, 10, -4, 3, -1.8, 1, ., -2, ?, -1
> CCc1cc(=O)oc2cc(C)cc(OC(C)C(=O)NC3CCN(Cc4ccccc4)CC3)c12 (stereo unspecified)
  -0.5, -6, 7, 3, -0.3, 14, 0.8, 2, -2.1, 2
> O=C(CSc1n[nH]c(-c2cccnc2)n1)Nc1ccc([N+](=O)[O-])cc1Br
  1.7, 5, 17, 1, -0.3, 6, 1.3, 9, 1.2, -3
> COc1ccc(N/C=C2/Sc3ccccc3NC2=O)cc1
  2.1, -6, 1, -1, -0.3, -8, 1.0, -2, -0.2, -1
> Cc1ccccc1C(=O)Nc1ccccc1-c1nnn(CC(=O)Nc2ccc3c(c2)OCCO3)n1
  1.2, 4, 13, 9, -3.6, 16, ., -14, 7.8, -4
> CC(=O)c1ccc(N2CCN(C(=O)CCCc3nc4ccccc4s3)CC2)cc1
  -2.1, 2, 46, 1, -0.2, 30, 0.5, -18, 0.7, 0
> CCOC(=O)C1=C(COC(=O)CC(C)c2ccccc2)NC(=O)NC1C (stereo unspecified)
  -1.0, 13, ., ., i, 5, 3.4, 4, -2.5, 1
> COc1ccccc1/C=C/C(=O)c1ccc(Cl)cc1
  -1.6, 2, 32, 0, -0.2, 24, ., -20, -2.1, -2
> O=C(NC(=S)Nc1ccc2cn[nH]c2c1)c1ccccc1
  0.5, 2, 21, 2, -1.4, -3, 1.3, 4, -0.9, -10
> COc1ccccc1CNC(=O)COC(=O)c1ccc(S(=O)(=O)N2CCCC2)cc1
  0.0, 5, 14, 2, -1.9, 34, ., -5, 1.5, 6

A different layout for some results above:
> COc1ccc(N/C=C2/Sc3ccccc3NC2=O)cc1
- PfHsp40 yeast = 2.1
- CCHFV vOTU inh = -6
- DUSP3 inh = 1
- 3CLpro inhibitor = -1
- BH1578 lux ind = -0.3
- Y pestis TopoI = -8
- TcdB inh = 1.0
- PriA SSB inh = -2
- BoNT A protease = -0.2
- Anthrax LF inh2 = -1
> Cc1ccccc1C(=O)Nc1ccccc1-c1nnn(CC(=O)Nc2ccc3c(c2)OCCO3)n1
- PfHsp40 yeast = 1.2
- CCHFV vOTU inh = 4
- DUSP3 inh = 13
- 3CLpro inhibitor = 9
- BH1578 lux ind = -3.6
- Y pestis TopoI = 16
- TcdB inh = .
- PriA SSB inh = -14
- BoNT A protease = 7.8
- Anthrax LF inh2 = -4

Next section.
Every second line gives: PfHsp40 yeast, CCHFV vOTU inh, DUSP3 inh, 3CLpro inhibitor, BH1578 lux ind, Y pestis TopoI, TcdB inh, PriA SSB inh, BoNT A protease, Anthrax LF inh2
> COc1ccc2nc(NC(=O)Cn3cnc4ccccc4c3=O)sc2c1
  -1.1, -1, 21, 1, -0.4, 4, 1.9, -13, -0.3, -4
> COc1cc(NC(=O)c2ccc3nsnc3c2)cc(OC)c1OC
  -0.9, -2, -22, 1, 0.9, 9, -3.8, 2, 1.4, 5
> COc1ccc(NC(=O)c2[nH]ncc2[N+](=O)[O-])cc1
  -0.1, 0, 40, 0, -0.2, 6, -0.6, -3, 0.1, -6
> Cc1nn(-c2ccccc2)c(C)c1C(=O)OCC(=O)NC(=O)NC1CCCC1
  0.9, 8, 21, 1, -0.1, 16, ., -11, -0.1, -5
> O=C(O)C1CCCCC1C(=O)Nc1ccc(S(=O)(=O)N2CCCCC2)cc1 (stereo unspecified)
  0.2, 18, 18, -3, -0.2, 6, 0.7, -11&9&-2, -3.8, -4
> Cc1ccc([N+](=O)[O-])cc1Nc1nc(N2CCCC2)nc(N2CCCC2)n1
  -0.5, -1, 14, 0, 0.2, 0, 0.0, -2, 0.9, -6
> CCn1c(Cc2ccccc2)nnc1SCC(=O)Nc1cc(C)on1
  0.5, ., 13, -6, -2.6, -1, 0.5, -8, 3.4, -4
> O=C(Cc1c(Cl)cccc1Cl)Nc1ccc(S(=O)(=O)Nc2ncccn2)cc1
  -0.6, -4, 10, 3, i, -3, 1.0, -16, -1.4, -2
> CN1CCN(C(=O)C2CCN(S(=O)(=O)c3ccccc3[N+](=O)[O-])CC2)CC1
  -0.6, -10, ., ., i, 6, 0.4, -17, 2.8, -1
> COc1ccccc1CNC(=O)COC(=O)Cc1cccc(F)c1
  0.5, -5, ., ., i, 7, -1.1, -7, 0.2, -10
> CCc1ccc(OCC(=O)NNC(=O)Cc2ccc(S(=O)(=O)N3CCOCC3)s2)cc1
  -0.4, 0, ., ., -0.9, 2, 2.8, 7, -3.9, -5
> N#Cc1cccc(NCC(=O)Nc2cccc(S(=O)(=O)N3CCCCC3)c2)c1
  -0.3, 4, ., ., i, 11, 0.5, 12, -1.2, -8
> Cc1cc(NS(=O)(=O)c2ccc(NC(=O)CCc3ccccc3)cc2)no1
  0.3, -5, 14, 1, ., -3, ., -14, 0.0, 6
> O=C(CNC(=O)c1ccc2c(c1)OCCO2)N/N=C/c1ccc([N+](=O)[O-])cc1
  -1.7, 8, -15, -4, -0.4, -3, 1.0, ., -3.0, -3
> COc1cc2nc(=S)n(CCCN3CCOCC3)c(N)c2cc1OC
  -0.6, ., -9, -2, -1.2, 2, ., -6, 0.4, 3
> Cc1ccc(Oc2ncnc(N)c2[N+](=O)[O-])cc1
  -0.2, -15, -6, 1, 1.6, 3, 0.1, -5, 0.6, -1

Screening results (PubChem)
